M4 PAM = human M4 muscarinic receptor positive allosteric modulators, primary screen, CHO-K1 cells, Fluo-8 calcium fluorescence | activation, % at 3 µM | CHO-K1 hM4/Gqi5, ACh EC20; 0% = ACh EC20, 100% = maximal ACh | Muscarinic acetylcholine receptor M4 (Homo sapiens), P08173 | 360,000 tested, 0.4% active | AID 624126, 2012;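 active = activation above its plate's cutoff, the mean activation of sample wells plus 3 SD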; also: some results filed as inactive read as strong as hits
Target sequence (P08173 whole entry, looked up): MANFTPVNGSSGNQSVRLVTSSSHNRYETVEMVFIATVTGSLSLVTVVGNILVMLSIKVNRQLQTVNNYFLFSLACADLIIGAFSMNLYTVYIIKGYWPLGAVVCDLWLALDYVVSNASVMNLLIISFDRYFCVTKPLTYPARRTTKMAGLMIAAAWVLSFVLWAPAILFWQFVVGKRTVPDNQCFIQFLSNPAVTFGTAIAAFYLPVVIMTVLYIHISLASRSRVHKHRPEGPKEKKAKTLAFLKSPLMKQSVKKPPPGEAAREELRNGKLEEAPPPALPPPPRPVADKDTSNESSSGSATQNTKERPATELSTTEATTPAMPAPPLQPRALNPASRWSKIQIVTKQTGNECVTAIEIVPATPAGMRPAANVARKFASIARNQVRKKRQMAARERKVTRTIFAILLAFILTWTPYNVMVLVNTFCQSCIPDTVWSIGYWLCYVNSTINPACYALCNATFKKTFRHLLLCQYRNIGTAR
TAAR1 ag = human TAAR1 agonists, primary screen, Fluo-8 calcium fluorescence, CHO RD-HGA16 cells; Trace amine-associated receptor 1 (Homo sapiens), Q96RJ0; vehicle wells 0%, saturating PEA agonist 100%; activation, % at 3 µM; 360,000 tested, 0.99% active; AID 624467, 2012;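 active = activation above the mean activation of all test compounds in the run plus 3 SD, cut at about 38% in these data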
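System: CHO-derived RD-HGA16 cells with stable Gα16 and human TAAR1 / Times: 17-24 h plating, Fluo-8 75 min 37 °C, 30 min RT / Technique: calcium-sensitive Fluo-8 signal, excitation 470-495, emission 515-575 nm / Measure: % activation relative to PEA EC100 response / Benchmarks: DMSO and PEA EC100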
CRFR2-BP ag = agonists of CRF-BP/CRF-R2 complex, primary screen, cell-based, HEK293, calcium dye fluorescence, uHTS. calcium dye fluorescence (FLIPR); percent of saturating CRF peptide response. CRF-binding protein / CRF receptor 2 complex (human). activation, % at 13.2 µM. 350,000 tested, 0.46% active. AID 588473, 2011;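 active = activation of at least 50%, plus an integration ratio under a set limit after plate pattern correction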;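 also: plate controls were neutral control wells without compound for no effect and CRF at EC100 for full effect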
CRFBP-R2 block = antagonists of CRF-BP/CRF-R2 complex, primary screen, cell-based, HEK293, calcium dye fluorescence, uHTS. CRF-induced calcium fluorescence. inhibition, % at 11.8 µM. 350,000 tested, 0.59% active. AID 588475, 2011;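 active = inhibition of the ligand-induced calcium signal above about 50% at the single tested concentration, limit read from the data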
M1 PAM parental = nonselective calcium activators in parental CHO-K1 cells, primary screen, counter-screen for M1 PAM project, cell-based, Fluo-8 calcium fluorescence, full deck, 1536-well; 360,000 tested, 0.02% active; ATP EC20; 0% at ATP EC20, 100% at ATP max; activation, % at 3 µM;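 active = activation above the run cutoff, the mean activation of all test compounds plus 3 SD, cut at about 40% in these data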;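 also: peak over basal fluorescence ratio in a 140 s read after ATP addition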
M5 antag = human M5 muscarinic receptor antagonists, primary screen, CHO cells, Fluo-8 calcium fluorescence; CHO-hM5 cells, ACh EC80; inhibition, % at 3 µM; 360,000 tested, 0.59% active; AID 624040, 2012;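 active = inhibition above a per-plate cutoff, the mean of that plate's test compounds plus 3 SD, cut at about 27% in these data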;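 also: 0% = acetylcholine EC80 with DMSO and 100% = DMSO without agonist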
Target sequence (P08912 whole entry, looked up): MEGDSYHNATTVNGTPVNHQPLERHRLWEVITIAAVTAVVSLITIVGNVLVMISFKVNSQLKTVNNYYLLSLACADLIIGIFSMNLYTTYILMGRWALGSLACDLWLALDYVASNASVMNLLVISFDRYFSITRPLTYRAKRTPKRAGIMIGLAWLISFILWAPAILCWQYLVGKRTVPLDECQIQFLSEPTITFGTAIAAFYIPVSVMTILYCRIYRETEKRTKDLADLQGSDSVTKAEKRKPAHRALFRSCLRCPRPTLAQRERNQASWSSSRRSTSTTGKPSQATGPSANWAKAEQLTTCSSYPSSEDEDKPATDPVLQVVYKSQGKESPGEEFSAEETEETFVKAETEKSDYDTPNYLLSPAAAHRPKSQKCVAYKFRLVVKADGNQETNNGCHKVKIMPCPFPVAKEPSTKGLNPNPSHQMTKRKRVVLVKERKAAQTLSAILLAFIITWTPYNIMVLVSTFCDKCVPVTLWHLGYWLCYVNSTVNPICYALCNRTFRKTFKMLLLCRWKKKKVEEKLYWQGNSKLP
M5 ag = human M5 muscarinic receptor agonists, primary screen, CHO-K1 cells, Fluo-8 calcium fluorescence; 360,000 tested, 0.19% active; activation, % at 3 µM; CHO-K1 hM5 cells; 0% DMSO wells, 100% maximal acetylcholine response; AID 624037, 2012;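 active = activation above the run's mean over test compounds plus 3 SD, cut at about 23% in these data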;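 also: signal is peak over basal fluorescence ratio across the kinetic read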
M5 PAM = human M5 muscarinic receptor positive allosteric modulators, primary screen, CHO-K1 cells, Fluo-8 calcium fluorescence. 360,000 tested, 0.3% active. Muscarinic acetylcholine receptor M5 (Homo sapiens), P08912. activation, % at 3 µM. AID 624038, 2012. CHO-K1 hM5, ACh EC20 PAM; 0% = ACh EC20, 100% = ACh EC100;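 active = activation above the run cutoff, the mean activation of all test compounds plus 3 SD, cut at about 18% in these data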
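Measured by: Fluo-8 calcium fluorescence; material: human M5 receptor in CHO-K1 cells; schedule: Post-acetylcholine fluorescence recording 140 s; benchmarks: low control EC20 acetylcholine (0%), high control EC100 acetylcholine (100%); read-out: Max/basal fluorescence ratio as % of EC20–EC100 ACh window; compound: single dose, 3 µM nominal final test concentration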
TAAR1 antag = human TAAR1 antagonists, primary screen, Fluo-8 calcium fluorescence, CHO RD-HGA16 cells; 360,000 tested, 1.5% active; inhibition, % at 3 µM; antagonist; Trace amine-associated receptor 1 (Homo sapiens), Q96RJ0;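 active = inhibition above a per-plate cutoff, the mean inhibition of test compounds on that plate plus 3 SD, cut at about 49% in these data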;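 also: 0% = DMSO plus EC80 beta-PEA response and 100% = DMSO alone without agonist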
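System: CHO RD-HGA16 cells bearing hTAAR1. Reagent: EC80 β-phenethylamine stimulus. Schedule: seeding 17-24 h prior, 75-min 37 °C, 30-min RT dye loading. Signal: Fluo-8 intracellular calcium dye fluorescence, real-time kinetic reads. Read-out: % inhibition from peak post-agonist over basal fluorescence ratio. Benchmarks: vehicle wells and EC80 agonist wells. Replicates: n of 1.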
The depositor's hits bear a star.

`COc1cc(C(=O)NC(=S)Nc2nccs2)cc(OC)c1OC` gave M4 PAM -8, TAAR1 ag 5, CRFR2-BP ag -0.3, CRFBP-R2 block 7, M1 PAM parental 17, M5 antag 15, M5 ag -4, M5 PAM -13 and TAAR1 antag 8.
`CCN1C(=O)N(S(=O)(=O)C(F)(F)F)[C@@H](c2ccccc2)C(C(=O)OC)=C1C` gave M4 PAM -4, TAAR1 ag 16, CRFR2-BP ag -2.2, CRFBP-R2 block 3, M1 PAM parental -22, M5 antag 11, M5 ag -4, M5 PAM -3 and TAAR1 antag 19.
Screening Cc1sc2nc(CSC(C)C(=O)Nc3ccc(C(N)=O)cc3)[nH]c(=O)c2c1C (centres undefined) returned M4 PAM 3, TAAR1 ag 1, CRFR2-BP ag 3.4, CRFBP-R2 block -4, M1 PAM parental 13, M5 antag 7, M5 ag 0, M5 PAM 2 and TAAR1 antag -34.
For CN(C)C(=O)N1CCC(C(=O)N2CCCC(C(=O)c3ccc(C(C)(C)C)cc3)C2)CC1 (centres undefined) the results were M4 PAM -7, TAAR1 ag 8, CRFR2-BP ag -0.8, CRFBP-R2 block -10, M1 PAM parental -3, M5 antag 10, M5 ag -2, M5 PAM -10 and TAAR1 antag -17.
For Cc1cc(N2CCCC2)c(F)cc1/C=C\[N+](=O)[O-] the results were M4 PAM -9, TAAR1 ag 193*, CRFR2-BP ag 120*, CRFBP-R2 block -74, M1 PAM parental -2, M5 antag 64*, M5 ag 25*, M5 PAM -13 and TAAR1 antag 81*.
Screening CCCCNC(=O)C1(C)CCCCN1C(=O)c1ccc(OC)c(C(F)(F)F)c1 (centres undefined) returned M4 PAM -3, TAAR1 ag 4, M1 PAM parental -7, M5 antag -7, M5 ag 0, M5 PAM 1 and TAAR1 antag -21.
For COCOCCn1cc(CN2CCS(=O)(=O)N(Cc3ccc(-c4ccc(C)cc4)cc3)C(C)C2=O)nn1 (centres undefined) the results were M4 PAM -6, TAAR1 ag 6, CRFR2-BP ag 0.1, CRFBP-R2 block -1, M1 PAM parental 11, M5 antag -1, M5 ag 0, M5 PAM 0 and TAAR1 antag -9.
`O=c1[nH]c(CN2CCN(S(=O)(=O)c3ccc4ccccc4c3)CC2)nc2ccccc12` gave M4 PAM -8, TAAR1 ag 0, CRFR2-BP ag -4.2, CRFBP-R2 block -2, M1 PAM parental -12, M5 antag 8, M5 ag -3, M5 PAM 1 and TAAR1 antag -26.
For Cc1ccc(-n2nc3c(=O)n(C(C)C(=O)NC4CC4)nc(C)c3c2C)cc1 (centres undefined) the results were M4 PAM 11, TAAR1 ag 2, CRFR2-BP ag -2.5, CRFBP-R2 block 4, M1 PAM parental 4, M5 antag -21, M5 ag -2, M5 PAM 16 and TAAR1 antag -27.
Screening O=[N+]([O-])c1cccc(COc2cccc(CN3CCCC3)c2)c1 returned M4 PAM -7, TAAR1 ag 1, CRFR2-BP ag 0.8, CRFBP-R2 block -12, M1 PAM parental 3, M5 antag 1, M5 ag -3, M5 PAM -5 and TAAR1 antag -5.
`CCCc1c(-c2ccc(F)cc2)ncn1Cc1ccccc1OC` gave M4 PAM -6, TAAR1 ag 8, M1 PAM parental 6, M5 antag 10, M5 ag -5, M5 PAM -5 and TAAR1 antag -19.
For CCc1ccc(CN(C)C(=O)CCc2nnc(Cc3cccc(C)c3)o2)nc1 the results were M4 PAM 0, TAAR1 ag 2, CRFR2-BP ag -0.8, CRFBP-R2 block 6, M1 PAM parental 24, M5 antag 3, M5 ag -5, M5 PAM 3 and TAAR1 antag -2.
`CCN(c1ccccc1)S(=O)(=O)c1ccc(NN)nc1` gave M4 PAM 4, TAAR1 ag -1, CRFR2-BP ag -1.1, CRFBP-R2 block -6, M1 PAM parental -14, M5 antag 12, M5 ag 1, M5 PAM -7 and TAAR1 antag 0.
Screening CC(=O)c1cccc(N(CC(=O)NCCc2ccccc2)C(=O)c2csnn2)c1 returned M4 PAM 6, TAAR1 ag -1, CRFR2-BP ag 1.5, CRFBP-R2 block -8, M1 PAM parental 8, M5 antag 2, M5 ag -4, M5 PAM 3 and TAAR1 antag 3.
O=C(CSc1cc(Cl)ccc1Cl)NCC1CCCO1 (centres undefined) was read as M4 PAM 11, TAAR1 ag 8, CRFR2-BP ag 0.9, CRFBP-R2 block 3, M1 PAM parental -10, M5 antag -2, M5 ag -3, M5 PAM -2 and TAAR1 antag -2.
Screening COc1c(F)c(F)c(C(=O)Nc2ccccc2N2CCN(C(C)=O)CC2)c(F)c1F returned M4 PAM -2, TAAR1 ag 4, CRFR2-BP ag -2.2, CRFBP-R2 block 2, M1 PAM parental 17, M5 antag -2, M5 ag -3, M5 PAM -2 and TAAR1 antag -3.
For N#Cc1cnc(NN)nc1 the results were M4 PAM -3, TAAR1 ag 0, CRFR2-BP ag 1.8, CRFBP-R2 block 12, M1 PAM parental 7, M5 antag 0, M5 ag -1, M5 PAM 1 and TAAR1 antag -3.
CC(NC(=O)CCCc1nnc2n(C)c(=O)c3sccc3n12)c1ccccc1 (centres undefined) was read as M4 PAM 4, TAAR1 ag 0, CRFR2-BP ag 3.5, CRFBP-R2 block -9, M1 PAM parental -6, M5 antag 10, M5 ag -5, M5 PAM 4 and TAAR1 antag -5.
Screening COC(=O)CCC(=O)Nc1c(C)n(C)n(-c2ccccc2)c1=O returned M4 PAM -2, TAAR1 ag 6, CRFR2-BP ag 2.6, CRFBP-R2 block 31, M1 PAM parental 14, M5 antag 1, M5 ag -4, M5 PAM -5 and TAAR1 antag 4.
Screening COc1cccc(C(=O)NC(=S)N2CCN(c3ccc(C(F)(F)F)cc3[N+](=O)[O-])CC2)c1 returned M4 PAM 4, TAAR1 ag 5, CRFR2-BP ag 0.0, CRFBP-R2 block -24, M1 PAM parental 21, M5 antag -3, M5 ag -2, M5 PAM 3 and TAAR1 antag -3.
CC(=O)c1cccc(N/C=C\C(=O)c2ccc(C)cc2)c1 was read as M4 PAM -2, TAAR1 ag 1, CRFR2-BP ag -3.2, CRFBP-R2 block -3, M1 PAM parental -7, M5 antag 2, M5 ag -8, M5 PAM -3 and TAAR1 antag -22.
For CCNc1nc(Cl)nc(N(NC(C)=O)C(C)C)n1 the results were M4 PAM 8, TAAR1 ag 6, CRFR2-BP ag 1.9, CRFBP-R2 block -15, M1 PAM parental 9, M5 antag 6, M5 ag 1, M5 PAM -1 and TAAR1 antag -21.
For O=C(COc1ccccc1Cl)NCCCNC(=O)c1ccncc1 the results were M4 PAM 6, TAAR1 ag -3, CRFR2-BP ag 0.5, CRFBP-R2 block -14, M1 PAM parental 14, M5 antag 10, M5 ag 0, M5 PAM -4 and TAAR1 antag 8.
Screening CCN(CC)CCCNC(=O)c1ccc(OCC(=O)Nc2ccccc2C(F)(F)F)c(OC)c1 returned M4 PAM -5, TAAR1 ag 2, CRFR2-BP ag 9.1, CRFBP-R2 block -27, M1 PAM parental 15, M5 antag 8, M5 ag -8, M5 PAM -9 and TAAR1 antag -16.
Screening O=S(=O)(c1ccccc1)N1CCNCC1 returned M4 PAM -1, TAAR1 ag 1, CRFR2-BP ag -0.2, CRFBP-R2 block 3, M1 PAM parental 9, M5 antag -1, M5 ag 0, M5 PAM -1 and TAAR1 antag -22.
`O=C(O)/C=C/c1cnc2ccccc2n1` gave M4 PAM 1, TAAR1 ag 0, CRFR2-BP ag -1.8, CRFBP-R2 block 1, M1 PAM parental 5, M5 antag 7, M5 ag 1, M5 PAM 1 and TAAR1 antag 1.
`CCOC(=O)C1(Cc2ccccc2C(F)(F)F)CCN(C2CCC2)CC1` gave M4 PAM 12, TAAR1 ag -1, CRFR2-BP ag 0.1, CRFBP-R2 block 4, M1 PAM parental -4, M5 antag 4, M5 ag -2, M5 PAM 3 and TAAR1 antag 10.
`O=[N+]([O-])c1cccc(C(=Nc2cccc(Cl)c2)NO)c1` gave M4 PAM -3, TAAR1 ag 5, CRFR2-BP ag -1.5, CRFBP-R2 block -4, M1 PAM parental 1, M5 antag 1, M5 ag 1, M5 PAM -3 and TAAR1 antag -3.
Screening COc1ccc(C(=O)N[C@H](C(=O)Nc2nc3ccccc3[nH]2)C(C)C)cc1 returned M4 PAM 7, TAAR1 ag -3, CRFR2-BP ag -8.8, CRFBP-R2 block 24, M1 PAM parental 19, M5 antag 3, M5 ag -1, M5 PAM 8 and TAAR1 antag -8.
For COc1ccc(NC(=O)C2CC3CCC2C3)c(OC)c1 (centres undefined) the results were M4 PAM 5, TAAR1 ag 2, CRFR2-BP ag -2.1, CRFBP-R2 block -6, M1 PAM parental -14, M5 antag 5, M5 ag 1, M5 PAM 3 and TAAR1 antag -14.
`CCOc1ccccc1-n1cnc(C#N)c1N` gave M4 PAM -4, TAAR1 ag 1, CRFR2-BP ag 4.8, CRFBP-R2 block -2, M1 PAM parental -5, M5 antag 8, M5 ag 1, M5 PAM -3 and TAAR1 antag -27.
Screening O=C(/C=C/c1ccc2c(c1)OCO2)c1ccc[nH]1 returned M4 PAM 13, TAAR1 ag 2, CRFR2-BP ag 8.8, CRFBP-R2 block -18, M1 PAM parental 4, M5 antag -11, M5 ag -3, M5 PAM 5 and TAAR1 antag 4.
Cc1ccc(OCC(=O)NCCNC(=O)c2cnccn2)cc1C was read as M4 PAM 2, TAAR1 ag 14, CRFR2-BP ag 0.1, CRFBP-R2 block -5, M1 PAM parental -15, M5 antag 5, M5 ag -2, M5 PAM 0 and TAAR1 antag -14.
`Nc1ccccc1Sc1nc2ccccc2[nH]1` gave M4 PAM -8, TAAR1 ag 1, CRFR2-BP ag 0.4, CRFBP-R2 block -20, M1 PAM parental 11, M5 antag 4, M5 ag 7, M5 PAM 16 and TAAR1 antag -1.
